Compound activity from PubChem.
Abeta rescue: qHTS for compounds that reverse cellular toxicity of Amyloid beta (A-beta) peptide in yeast: Primary Screen | yeast expressing A-beta42, growth rescue, OD600, 48 h; response scale: 0% DMSO, 100% iron-clioquinol control | 0.063% of 410,000 active | Potency, µM (highest dose often 46.1 µM), inactives show at the top dose growth rescue, hits mostly activators; also: potency is read from the fitted curve at half-maximal effect; nearly all actives have a fitted effect of over 55% in size
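Yeast growth medium received pinned compounds, then yeast cells expressing toxic A-beta were added; plates incubated at 30 C for 48 hr. Growth read as absorbance at 600 nm, normalized to DMSO and equimolar FeCl3 plus clioquinol controls.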
IL-2 act: qHTS of IL-2 Activators; IL-2 activation reporter assay, cell-based qHTS; stimulated with anti-CD3/CD4/CD28 beads; in transgenic mouse T cells; 0.065% of 360,000 active; activation, % (series mostly up to about 46 µM); in the data active = activation above about 50%; inconclusive = mostly about 30% to 49%; also: 0% is about no effect
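First, unstimulated transgenic mouse T cells were exposed to compound for 60 min. Next, anti-CD3/anti-CD4-coated beads with anti-CD28 were added. Finally, after 18 h at 37 degrees C, EGFP and DsRed were imaged.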
PI5P4K alpha inh: qHTS for Inhibitors of phosphatidylinositol 5-phosphate 4-kinase (PI5P4K) | 1.2% of 330,000 active | max response, % | PI5P4Kalpha enzyme, ADP-Glo luminescence, 60 min; hits give low values | AID 652105, 2013; active = max response of -50% or lower; inconclusive = between -30% and -50%; inactive = -30% or higher; also: value at the top dose of about 77 µM; % is scaled to controls: 0 for no effect and ±100 for the full control effect
Target sequence (P48426 whole entry, looked up): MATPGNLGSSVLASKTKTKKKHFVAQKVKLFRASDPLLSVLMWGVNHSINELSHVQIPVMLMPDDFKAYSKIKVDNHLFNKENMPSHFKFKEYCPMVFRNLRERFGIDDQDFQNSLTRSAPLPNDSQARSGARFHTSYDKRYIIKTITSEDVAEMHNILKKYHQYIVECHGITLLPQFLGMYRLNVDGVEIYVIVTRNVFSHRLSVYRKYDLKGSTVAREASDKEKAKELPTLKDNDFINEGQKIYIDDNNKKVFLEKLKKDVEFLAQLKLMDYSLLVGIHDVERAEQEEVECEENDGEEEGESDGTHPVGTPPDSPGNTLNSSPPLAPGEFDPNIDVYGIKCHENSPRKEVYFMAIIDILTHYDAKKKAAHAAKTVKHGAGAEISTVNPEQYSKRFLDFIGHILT
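Luminescence from ADP-Glo served as readout of PI5P4Kalpha activity in a qHTS format. Reaction: enzyme, substrate, compound, ATP at 5 microM final, 60 min at RT.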
WRN helicase inh: qHTS for Inhibitors of WRN Helicase; Bifunctional 3'-5' exonuclease/ATP-dependent helicase WRN (Homo sapiens), Q14191; WRN helicase unwinding, fluorescent forked duplex, kinetic; Potency, µM (titrated, usually from 114 µM), inactives show top-dose activity change, negative = inhibition, most hits filed as inhibitors; 0.46% of 360,000 active; also: potency is read from the fitted curve at half-maximal effect; % is scaled to controls: 0 for no effect and ±100 for the full control effect; nearly all actives have a fitted effect of over 55% in size
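Screening of the MLSMR collection measured strand separation of a quenched forked DNA duplex (100 nM) by 20 nM WRN with 2 mM ATP, all final. Compounds were preincubated with enzyme 15 min at room temperature.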
EPAC1 ag: qHTS for Agonist of cAMP-regulated guanine nucleotide exchange factor 3 (EPAC1): primary screen | Rap guanine nucleotide exchange factor 3 (Homo sapiens), O95398 | EPAC1 agonist qHTS, biochemical assay; response scale: 100% = response to 6.5 mM cAMP | Potency, µM (series often up to 154 µM), for inactives: at the top dose activation, usual class: activators | 0.073% of 360,000 active | AID 720707, 2013; also: potency is read from the fitted curve at half-maximal effect; nearly all actives have a fitted effect of over 60% in size
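Nucleotide exchange assay: 100 nM EPAC1 with 250 nM Rap1B loaded with BODIPY-GDP and 50 uM GDP, room temperature. Fluorescence (480/540 nm) read every 5 min for 30 min; signal change normalized to 6.5 mM cAMP as full agonist.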
PLK1 PBD inh: qHTS for Inhibitors of PLK1-PDB (polo-like kinase 1 - polo-box domain): Primary Screen. Plk1 PBD binding of FITC phosphopeptide, fluorescence polarization. 2.8% of 360,000 active. Potency, µM, without a hit: max response, negative = inhibition, most hits filed as inhibitors. Serine/threonine-protein kinase PLK1 (Homo sapiens), P53350; also: potency is read from the fitted curve at half-maximal effect; series mostly up to about 57 µM; % is scaled to controls: 0 for no effect and ±100 for the full control effect; nearly all actives have a fitted effect of over 65% in size
Target sequence (P53350 whole entry, looked up, the tested form may be a part): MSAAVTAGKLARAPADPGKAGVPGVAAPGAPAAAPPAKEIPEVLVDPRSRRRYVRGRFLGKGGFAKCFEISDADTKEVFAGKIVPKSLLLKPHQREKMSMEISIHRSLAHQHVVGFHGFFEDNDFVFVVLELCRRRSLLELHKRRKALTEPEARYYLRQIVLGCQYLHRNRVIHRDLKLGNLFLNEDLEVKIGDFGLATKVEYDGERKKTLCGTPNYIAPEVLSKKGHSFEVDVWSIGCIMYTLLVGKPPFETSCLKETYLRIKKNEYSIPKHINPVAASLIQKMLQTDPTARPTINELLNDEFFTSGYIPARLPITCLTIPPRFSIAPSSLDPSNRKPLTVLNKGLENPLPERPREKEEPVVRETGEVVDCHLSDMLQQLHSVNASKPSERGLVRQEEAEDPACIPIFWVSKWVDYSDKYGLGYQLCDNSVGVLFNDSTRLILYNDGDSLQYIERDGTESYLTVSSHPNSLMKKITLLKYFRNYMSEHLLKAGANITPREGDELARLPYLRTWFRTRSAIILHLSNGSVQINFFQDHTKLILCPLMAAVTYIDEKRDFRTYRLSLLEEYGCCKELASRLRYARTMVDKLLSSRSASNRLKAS
aSyn yeast inh: qHTS of alpha-syn Inhibitors; Yeast expressing alpha-synuclein, growth rescue, BacTiter-Glo, 24 h; Potency, µM (highest dose often 46.1 µM), for inactives: at the top dose growth rescue (activation), actives largely listed as activators; 0.14% of 370,000 active; also: potency is read from the fitted curve at half-maximal effect; % of control where 0% means no effect; nearly all actives have a fitted effect of over 65% in size
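Rescue of yeast growth: cells expressing toxic alpha-synuclein, induced in galactose at OD600 0.02, incubated with compound 24 h at 30 C. ATP luminescence quantified growth; inhibitors of toxicity appear as activators.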
EPAC1 antagonist: qHTS for Antagonist of cAMP-regulated guanine nucleotide exchange factor 3 (EPAC1): primary screen; Rap guanine nucleotide exchange factor 3 (Homo sapiens), O95398; Potency, µM (doses to about 115 µM), for the others: at the highest dose activity change, negative = inhibition, usual class: inhibitors; EPAC1 GEF assay, Rap1b-BODIPY-GDP exchange fluorescence; AID 720709, 2013; 0.14% of 360,000 active;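 also: potency is read from the fitted curve at half-maximal effect; plate controls were vehicle for no effect and positive control for full effect; nearly all actives have a fitted effect of over 50% in size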
FUS yeast rescue: qHTS for Suppressors of FUS Proteinopathy: Primary screen using FUS-linked yeast assay | 0.24% of 390,000 active | S. cerevisiae FUS-expressing, growth rescue, OD600, 24 h | Potency, µM (top dose mostly 76.6 µM), for the others: at the highest dose growth rescue (activation), hits mostly activators | AID 1347120, 2019;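 also: potency is read from the fitted curve at half-maximal effect; plate controls were DMSO vehicle for no effect and reference control for full effect; nearly all actives have a fitted effect of over 55% in size; some results filed as inactive show a strong effect at the top dose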
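Quantitative HTS measuring growth restoration of FUS-toxic yeast. Galactose-induced cells (OD 0.005) were exposed 24hr at 30C to compounds at several concentrations, then absorbance at 600 nm was recorded.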
* = called active by the depositor; ? = inconclusive; . = not tested or not shown; [ ] = dose if it differs, or a comment. Unless noted, calls follow the shape of the dose curve; as a rule, active = well fitted curve in the direction sought with a large enough effect; inconclusive = small, poorly fitted or top-dose-only effect, or another doubt; inactive = no such curve, though single readings can be large; an effect the other way counts as inactive or inconclusive.

SMILES	Abeta rescue	IL-2 act	PI5P4K alpha inh	WRN helicase inh	EPAC1 ag	PLK1 PBD inh	aSyn yeast inh	EPAC1 antagonist	FUS yeast rescue
COc1ccc(OC)c(NC(=O)CCn2ccnc2)c1	-1.3%	2.5	0.4	8.0%	4.1%	-12.7%	8.6%	-2.8%	40.4%
CCN1CCCC1CNC(=O)c1cc2cc(OC)c(OC)cc2[nH]1 (stereo not drawn)	0.0%	-1.8	2.7	-2.2%[57.1 µM]	-3.4%	-14.7%	-2.3%	0.0%	15.3%
NC(=O)CCCn1c(C(=O)c2cc(Cl)c(N)c(Cl)c2)c2ccc(C(F)(F)F)cc2[n+]1[O-]	14.4%	0.2	-0.8	-1.0%	-2.9%	-1.8%	0.1%	-7.1%	15.2%
CC(=O)c1ccc(NS(=O)(=O)c2ccc3ccccc3c2)cc1	7.2%	-1.1	1.2	-5.2%	1.1%	-6.9%	12.9%	1.1%	.
Cc1ccc(SC2=C[C@@]3(O)CC[C@@H](O)[C@@](Sc4ccc(C)cc4)(C2=O)[C@H]3O)cc1	3.7%	0.4	-2.4	3.3%	6.1%	?	0.3%	-17.7%	9.0%
CN(c1ccccc1)S(=O)(=O)c1cccc(NC(=O)Nc2ccc(Cl)cc2C#N)c1	-6.1%	-3.1	3.9	-5.5%	10.3%	-13.7%	-3.7%	?	32.2%
Cc1ccc2c(CN3CCCCC3C)cc(=O)oc2c1 (stereo not drawn)	-2.5%	-3.0	6.5	-0.1%[57.1 µM]	3.5%	-6.9%	1.7%	3.0%	-11.7%
CCOc1ccc(-c2ccc3nnc(SCC(=O)NCC4CCCO4)n3n2)cc1 (stereo not drawn)	3.6%	-2.9	11.7	-4.8%	12.6%	-4.7%	-4.4%	-7.7%	6.1%
CC(=O)Nc1cccc(-c2ccnc3c2CC(C)(C(=O)NCc2ccccc2)O3)c1 (stereo not drawn)	-16.4%	0.4	0.0	-0.8%	-15.8%	0.6%	-1.2%	13.7%	-0.1%
CC(C)(C)S(=O)N1Cc2cc(CO)ccc2[C@@H]1CCO (stereo partly drawn)	-11.8%	-0.3	2.8	-4.0%	1.5%	-4.3%	-5.8%	5.5%	-12.8%
COc1cc(S(=O)(=O)N2CCN(C(=O)c3cccs3)CC2)ccc1NC(C)=O	-3.8%	-1.6	5.0	7.5%	-10.0%	-1.0%	-10.0%	7.6%	-14.1%
Cc1oc2c(c1C(=O)c1ccccc1)C(=O)C(=O)c1ccccc1-2	-62.9%[inhibitor]	-0.4	-10.3	?	23.9%	?	21.3%	?	56.2%

Three consecutive compounds out of the list so far, quoted:
SMILES	Abeta rescue	IL-2 act	PI5P4K alpha inh	WRN helicase inh	EPAC1 ag	PLK1 PBD inh	aSyn yeast inh	EPAC1 antagonist	FUS yeast rescue
COc1ccc(OC)c(NC(=O)CCn2ccnc2)c1	-1.3%	2.5	0.4	8.0%	4.1%	-12.7%	8.6%	-2.8%	40.4%
CCN1CCCC1CNC(=O)c1cc2cc(OC)c(OC)cc2[nH]1 (stereo not drawn)	0.0%	-1.8	2.7	-2.2%[57.1 µM]	-3.4%	-14.7%	-2.3%	0.0%	15.3%
NC(=O)CCCn1c(C(=O)c2cc(Cl)c(N)c(Cl)c2)c2ccc(C(F)(F)F)cc2[n+]1[O-]	14.4%	0.2	-0.8	-1.0%	-2.9%	-1.8%	0.1%	-7.1%	15.2%

Next compounds
SMILES	Abeta rescue	IL-2 act	PI5P4K alpha inh	WRN helicase inh	EPAC1 ag	PLK1 PBD inh	aSyn yeast inh	EPAC1 antagonist	FUS yeast rescue
O=C(CN1C(=O)/C(=C/c2ccccc2Cl)SC1=S)NC1CCS(=O)(=O)C1 (stereo not drawn)	-11.4%	0.8	1.7	-5.1%	-13.0%	-6.7%	-0.3%	-7.9%	-6.7%
Cc1ccc(S(=O)(=O)Nc2ccc3c(c2)C(=O)N([C@H](C)CO)C[C@H](C)[C@@H](CN(C)C(=O)Nc2ccc(C(F)(F)F)cc2)O3)cc1	-5.4%	-0.7	16.4	-12.7%	-26.6%	-19.9%	-2.5%	-14.6%	?
CCCCCC(=O)N1CC2(CC)CN(C(=O)CCCCC)CC(CC)(C1)C2=O	12.8%	-3.6	18.0	-3.0%	-5.5%	2.5%	-2.4%	-0.8%	8.4%
O=C(NCC1CCCO1)c1c(O)c2cccc3c2n(c1=O)CC3 (stereo not drawn)	-17.3%	5.5	17.8	2.6%	1.4%	-7.7%	-6.5%	33.7%[activator]	1.2%
CCn1nnnc1-c1ccc(OC)c(S(=O)(=O)Nc2ccc(C)c(C)c2)c1	1.3%	-0.9	1.2	-21.3%[57.1 µM]	0.9%	4.0%	0.0%	1.3%	10.5%
CC1=C(C(=O)OC(C)C)C(c2ccc(Cl)cc2)n2c(sc(=Cc3ccc(OCC(=O)O)cc3)c2=O)=N1 (stereo not drawn)	-5.0%	-0.3	-22.3	?	?	-19.6%	-31.3%[inhibitor]	?	23.5%
CCCCn1nnnc1C(c1cc2ccccc2o1)N1CCN(C/C=C/c2ccccc2)CC1 (stereo not drawn)	-8.7%	-0.9	15.6	-4.9%	-1.4%	6.7%	-1.3%	-16.6%	15.2%
CCSc1ccccc1C(=O)Nc1cccnc1	?	-1.8	-1.7	-2.7%	8.5%	-11.8%	-2.5%	0.4%	14.5%
Cc1ccc(S(=O)(=O)N2CCc3ccccc3C2CC(=O)O)cc1 (stereo not drawn)	3.1%	-2.1	-1.5	-4.6%	4.5%	-1.8%	1.6%	-0.2%	-16.9%
CC12CN3CC(C)(CN(C1)C3c1ccccc1F)C2 (stereo not drawn)	-14.3%	-0.3	2.2	7.4%	5.6%	-9.1%	-1.5%	-7.1%	-19.6%
COc1ccccc1C1CN(c2ccc(F)cc2F)N=C1c1cccs1 (stereo not drawn)	-7.7%	-2.2	.	-6.5%	14.8%	-11.7%	-6.9%	-19.4%	-0.9%
CCOc1ccc(Cl)cc1S(=O)(=O)N1CCC(C(=O)NCc2ccccn2)CC1	-11.8%	0.2	1.1	-2.4%	4.4%	-5.2%	-6.2%	-1.5%	-5.7%
CCCCCCCCN1C(=O)[C@H](CC(=O)N2CCSCC2)C[C@@]2(C(=O)OCC)CCCC=C12	11.0%	0.2	5.3	-12.5%	-14.8%	-14.2%	-21.8%	-25.8%	?
O=C(O)/C=C\C(=O)NNC(=O)c1cc(-c2ccccc2)n[nH]1	2.6%	-1.0	?	0.2%	9.9%	-11.2%	-7.3%	22.0%	-2.0%
O=C(C[C@H]1CC[C@@H]2[C@H](COC[C@@H](O)CN2C(=O)C2CC2)O1)NCc1ccccc1Cl	0.7%	-0.6	8.3	-1.2%	3.9%	-2.1%	1.2%	-3.4%	-3.1%
CCOc1ncccc1C(=O)OCC(=O)c1cc(OC)c(OC)c(OC)c1	10.0%	1.1	6.0	0.8%	9.2%	-1.5%	-0.3%	-23.2%	6.9%
CN1CCN(CCOc2ccc(-c3ccccc3)cc2)CC1	-18.3%	0.6	-2.1	-1.6%	6.1%	-2.2%	-0.6%	11.2%	-3.9%
c1ccc(-c2csc(N3CCOCC3)n2)cc1	10.0%	2.1	2.0	-1.9%	3.7%	-2.3%	5.0%	8.4%	2.4%
CN(C)c1cccc(C(=O)Nc2ccc(N3CCOCC3)cc2)c1	5.0%	-3.4	.	-4.0%	4.7%	-4.9%	1.4%	16.6%	33.7%
CCn1cnc2c1c(=O)n(CC(=O)N1CCc3ccccc31)c(=O)n2Cc1ccccc1	0.2%	3.0	.	1.1%	9.6%	-0.6%	-0.8%	4.7%	?
O=C(CNC(=O)c1ccc2ccccc2c1)Nc1ncccc1O	-11.8%	0.4	-20.7	-10.6%	5.5%	-0.6%	-13.7%	-7.9%	-3.7%
COc1ccccc1N1CCN(C(=O)CSc2nc3ccccc3[nH]2)CC1	2.4%	-1.1	.	-0.7%	-3.3%	-8.3%	4.5%	-4.0%	13.4%
CCOc1ccc(NC(=O)NNC(=O)c2ccc(CC)s2)cc1	-18.4%	-0.6	4.7	-0.5%[11.6 µM]	0.7%	-17.1%	-0.6%	-4.4%	0.7%
Oc1ccc(N=Cc2c(O)ccc3ccccc23)cc1	7.4%	-0.4	-7.6	15.7%	27.9%	2.7%	3.2%	?	3.6%
O=C(Cc1ccccc1)Nc1cccc(C(=O)N/N=C/c2ccco2)c1	2.9%	0.6	1.3	-26.6%	10.1%	-6.3%	-6.3%	4.2%	17.9%
O=CN1CCN(C(=O)c2ccc3c(c2)OCO3)CC1	4.1%	-2.3	-0.9	3.2%	-12.5%	-11.2%	-5.2%	-1.3%	-26.4%
CCNc1cc2n(c(=O)n1)CCc1cc(OC)c(OC)cc1-2	16.0%	-0.3	.	-13.5%	6.9%	-0.3%	-0.4%	0.3%	-3.8%
COc1ccc(CNC(=O)C2=CC(c3ccc(OC)cc3)=NS(=O)(=O)N2C)cc1	3.7%	-3.6	-0.5	0.0%	6.8%	-4.1%	9.7%	-7.7%	17.4%
COc1ccc2cc(CCN3C(=O)c4ccccc4C3=O)c(=O)[nH]c2c1	0.2%	0.8	-6.2	-10.8%	5.3%	-14.5%	-2.8%	?	-8.8%
Cc1ccc(NC(=O)/C=C/c2ccc([N+](=O)[O-])s2)cc1	10.3%	3.6	-2.2	-24.1%[57.1 µM]	4.1%	-12.6%	-2.9%	2.0%	29.4%
COc1cc2c(cc1OC)C(c1cccs1)N(C(=O)c1ccncc1)CC2 (stereo not drawn)	-14.5%	2.1	0.1	0.9%	-2.8%	-0.7%	1.4%	12.5%	7.9%
NC(=O)C(C(=O)/C=C/c1ccc(Cl)cc1)=C1SCCS1	-4.0%	0.1	0.9	3.9%	-2.0%	2.2%	7.8%	-15.6%	7.6%
